PostGolgi ctrl – growth inhibition of yeast control strain, primary screen, counter-screen for post-Golgi transport modulator project. actives 5% (n = 98,000). inhibition, % at 10 µM. efflux-deficient yeast background strain, growth absorbance A615, 16 h; in the data active means inhibition above about 30%
Lung fibro prol – antiproliferative effect on LL 47 fibroblasts – human, LL 47 cells, CellTiter-Glo luminescence, primary screen | LL 47 human lung fibroblast viability, ATP luminescence; stronger effect = lower value | viability, % at 10 µM | actives 1.1% (n = 85,000);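 active means viability at or below 50% in the single dose screen; inactive means viability above 50%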;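 further: compound exposure lasted 72 h before the ATP readout; 100% = median luminescence of untreated cell-only wells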
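Material: human lung fibroblast line LL 47, low passage; Evaluation: viability percentage against median untreated-cell control; Buffer or medium: 15% FBS in IMEM; Incubation: 72 h compound exposure at 37 °C after overnight plating; Dosing: 0.1% DMSO in all compound wells; Measured by: CellTiter-Glo luminescence.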
LYP act – LYP phosphatase activators, primary screen, biochemical, DiFMUP fluorescence, 2 µM | recombinant LYP; 0 = plate median, 100 = signal doubled | activation, % at 2 µM | actives 0.11% (n = 96,000) | AID 697, 2007;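 active means activation at 2 µM above a set limit, the mean plus 5 SD, cut at about 37% in these data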
S1P2 antag – human S1P2 receptor antagonists, primary screen, cell-based; Sphingosine 1-phosphate receptor 2 (Homo sapiens), O95136; cell-based S1P2 antagonist assay, inhibition at 5 uM; inhibition, % at 5 µM; actives 0.21% (n = 97,000); in the data active means inhibition above about 45%;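 further: CRE beta-lactamase reporter cells expressing human S1P2 stimulated with S1P; 0% = agonist at EC80 alone and 100% = agonist plus reference antagonist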
Target sequence (O95136 whole entry, looked up): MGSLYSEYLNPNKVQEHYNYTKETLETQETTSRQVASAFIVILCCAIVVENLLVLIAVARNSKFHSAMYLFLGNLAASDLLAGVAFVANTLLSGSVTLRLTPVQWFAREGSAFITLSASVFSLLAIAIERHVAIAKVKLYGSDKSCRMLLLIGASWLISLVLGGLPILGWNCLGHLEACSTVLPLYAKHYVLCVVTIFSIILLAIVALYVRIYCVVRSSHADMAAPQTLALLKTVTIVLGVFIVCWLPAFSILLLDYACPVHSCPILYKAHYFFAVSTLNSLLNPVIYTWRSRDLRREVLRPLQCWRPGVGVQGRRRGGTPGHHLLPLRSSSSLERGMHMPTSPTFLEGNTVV
sEH inhibitor – soluble epoxide hydrolase inhibitors, primary screen, biochemical, human sEH; Bifunctional epoxide hydrolase 2 (Homo sapiens), P34913; inhibition, % at 2 µM; recombinant human sEH enzymatic activity assay; actives 0.34% (n = 91,000); in the data active means inhibition above about 80%; further: values of inactives mirror those of a sister screen read the other way; many of its hits are not listed in these tables
Target sequence (P34913 whole entry, looked up): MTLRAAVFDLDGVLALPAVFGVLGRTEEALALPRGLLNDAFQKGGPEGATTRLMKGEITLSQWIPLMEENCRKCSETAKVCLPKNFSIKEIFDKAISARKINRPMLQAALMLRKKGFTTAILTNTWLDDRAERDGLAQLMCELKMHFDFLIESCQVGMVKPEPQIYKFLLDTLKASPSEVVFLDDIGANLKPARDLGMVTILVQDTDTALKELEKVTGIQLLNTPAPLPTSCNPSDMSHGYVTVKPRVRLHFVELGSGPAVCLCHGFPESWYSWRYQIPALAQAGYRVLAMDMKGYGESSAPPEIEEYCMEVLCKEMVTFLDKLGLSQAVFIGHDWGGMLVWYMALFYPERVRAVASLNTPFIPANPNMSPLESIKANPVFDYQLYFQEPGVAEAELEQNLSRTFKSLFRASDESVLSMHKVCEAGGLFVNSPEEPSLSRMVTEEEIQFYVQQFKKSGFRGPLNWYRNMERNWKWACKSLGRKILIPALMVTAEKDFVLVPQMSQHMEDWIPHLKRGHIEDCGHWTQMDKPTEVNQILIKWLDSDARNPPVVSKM
HUVEC prolif 384 – inhibitors of HUVEC proliferation, primary screen, cell-based, 384-well; CellTiter-Glo luminescence, 72 h; stronger effect = lower value; actives 1.1% (n = 86,000); viability, % at 10 µM (by protocol);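 active means viability at or below 30%; inactive means viability above 30%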;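 further: 100% = median luminescence of DMSO-only cell control wells on each plate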
H69AR growth 86K – proliferation blockers of H69AR lung cancer cells, primary screen, cell-based, human, 86K library; actives 6% (n = 85,000); H69AR lung tumor viability, ATP luminescence, 72 h; stronger effect = lower value; viability, % at 10 µM;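 active means viability at or below 40%; inactive means viability above 40%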;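 further: multidrug resistant small cell line overexpressing MRP-1 efflux transporter; 100% = mean luminescence of untreated control wells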
S1P2 ag – S1P2 receptor agonists, primary screen, cell-based; AID 729, 2007; S1P2-expressing cell line, agonist reporter read-out; actives 0.46% (n = 97,000); Sphingosine 1-phosphate receptor 2 (Homo sapiens), O95136; activation, % at 4.5 µM; in the data active means activation above about 16%;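 further: 0% = vehicle low control and 100% = maximal reference agonist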
sEH activator – soluble epoxide hydrolase activators, primary screen, biochemical, human sEH | Bifunctional epoxide hydrolase 2 (Homo sapiens), P34913 | purified human sEH enzymatic activity, activator screen | activation, % at 2 µM | actives 0.04% (n = 91,000); in the data active means activation above about 37%; further: values of inactives mirror those of a sister screen read the other way
* = called active by the depositor.

CCCn1c(C)cc(C(=O)COC(=O)c2cc(S(=O)(=O)NCC(C)C)c(Cl)cc2Cl)c1C was read as PostGolgi ctrl 18, Lung fibro prol 93, LYP act 3, S1P2 antag -6, sEH inhibitor -28, HUVEC prolif 384 91, H69AR growth 86K 98, S1P2 ag 29* and sEH activator 25.
For COc1ccc(-n2c(C)cc(C(=O)CSc3nnc(-c4ccoc4C)n3C)c2C)cc1 the results were PostGolgi ctrl 10, Lung fibro prol 89, LYP act 11, S1P2 antag 4, sEH inhibitor 0, HUVEC prolif 384 93, H69AR growth 86K 73, S1P2 ag -5 and sEH activator 0.
Screening CC1CCc2cc(F)ccc2N1C(=O)CSc1nnc2c3ccccc3n(C)c2n1 (configuration not stated) returned PostGolgi ctrl 12, LYP act -2, S1P2 antag 19 and S1P2 ag -6.
COc1cc2c(C)nc3onc(-c4ccccc4)c3c2cc1OC was read as PostGolgi ctrl 22, Lung fibro prol 88, LYP act -3, S1P2 antag -14, sEH inhibitor 8, HUVEC prolif 384 58, H69AR growth 86K 62, S1P2 ag 0 and sEH activator -9.
Screening CC1CCc2nn(CC(=O)NCc3ccc4c(c3)OCO4)cc2C1 (configuration not stated) returned PostGolgi ctrl 2, Lung fibro prol 102, HUVEC prolif 384 90 and H69AR growth 86K 88.
For C=C(C)CC1N(c2cccc(OC)c2)C(=O)C2C(C(=O)O)C3C=CC21O3 (configuration not stated) the results were PostGolgi ctrl 8, Lung fibro prol 105, LYP act 1, S1P2 antag 5, sEH inhibitor -7, HUVEC prolif 384 99, H69AR growth 86K 104, S1P2 ag -3 and sEH activator 8.
Screening CCOC(=O)N1CCC(NC(=O)C2CCCN(c3nc4ccccc4o3)C2)CC1 (configuration not stated) returned PostGolgi ctrl 21, Lung fibro prol 100, LYP act 3, S1P2 antag 21, sEH inhibitor -5, HUVEC prolif 384 90, H69AR growth 86K 83, S1P2 ag -2 and sEH activator 4.
Screening CS(=O)(=O)N(CC(=O)Nc1ccc(C(N)=O)cc1)C1CCCCC1 returned PostGolgi ctrl 12, Lung fibro prol 97, LYP act 0, S1P2 antag 5, sEH inhibitor -2, HUVEC prolif 384 97, H69AR growth 86K 105, S1P2 ag -3 and sEH activator 1.
`CCCCN1CC(O)=C(c2nc(-c3ccc(Cl)cc3)cs2)C1=N` gave PostGolgi ctrl 10, Lung fibro prol 103, LYP act -1, S1P2 antag 17, sEH inhibitor 6, HUVEC prolif 384 95, H69AR growth 86K 94, S1P2 ag -3 and sEH activator -8.
Screening CCOC(=O)N1CCC(Nc2nc3ccccc3n3cnnc23)CC1 returned Lung fibro prol 100, LYP act -11, S1P2 antag -1, sEH inhibitor -4, HUVEC prolif 384 96, H69AR growth 86K 86, S1P2 ag -2 and sEH activator 4.
Screening Cc1cc(C)n(-c2cc(-n3nc(C)cc3C)ncn2)n1 returned PostGolgi ctrl -3, Lung fibro prol 94, HUVEC prolif 384 113 and H69AR growth 86K 91.
Screening CCOC(=O)C1CN(S(=O)(=O)c2ccc(OC)cc2)c2cc(S(=O)(=O)CC)ccc2O1 (configuration not stated) returned PostGolgi ctrl 25, LYP act 9, S1P2 antag 9, sEH inhibitor 29, S1P2 ag -5 and sEH activator -28.
`CCN(CC)C(=O)C1CCCc2c1[nH]c1ccc(Cl)cc21` (configuration not stated) gave Lung fibro prol 73, LYP act -4, S1P2 antag 3, sEH inhibitor -6, HUVEC prolif 384 67, H69AR growth 86K 91, S1P2 ag -5 and sEH activator 5.
For COc1ccccc1NC(=O)NC(=O)N(C(C)C)S(C)(=O)=O the results were PostGolgi ctrl 11, Lung fibro prol 104, LYP act -5, S1P2 antag 1, sEH inhibitor 2, HUVEC prolif 384 85, H69AR growth 86K 85, S1P2 ag -2 and sEH activator -2.
C1=Nc2c(Nc3ccccc3)ncnc2Oc2ccccc21 was read as PostGolgi ctrl 23, Lung fibro prol 77, LYP act -1, S1P2 antag -1, sEH inhibitor -3, HUVEC prolif 384 70, H69AR growth 86K 86, S1P2 ag -6 and sEH activator 4.
Screening CCOC(=O)Nc1ccc(C(=O)Oc2ccccc2)c(O)c1 returned PostGolgi ctrl 1, Lung fibro prol 96, LYP act 2, S1P2 antag 10, sEH inhibitor 1, HUVEC prolif 384 100, H69AR growth 86K 81, S1P2 ag -5 and sEH activator -3.
`CC(C)(C)c1ccc(C(=O)Nc2cnccn2)cc1` gave PostGolgi ctrl 7, Lung fibro prol 104, LYP act 4, S1P2 antag 2, sEH inhibitor -3, HUVEC prolif 384 108, H69AR growth 86K 93, S1P2 ag -2 and sEH activator 4.
Screening O=C(O)C1Nc2c(C(=O)N3CCOCC3)cccc2C2C=CCC12 (configuration not stated) returned PostGolgi ctrl 1, Lung fibro prol 105, LYP act -8, S1P2 antag -3, sEH inhibitor -16, HUVEC prolif 384 95, H69AR growth 86K 95, S1P2 ag -1 and sEH activator 14.
Screening O=C(c1cnn2c(C(F)(F)F)cc(-c3cccs3)nc12)N1CCN(Cc2ccccc2)CC1 returned Lung fibro prol 95, LYP act -4, S1P2 antag -6, sEH inhibitor 0, HUVEC prolif 384 74, H69AR growth 86K 65, S1P2 ag 3 and sEH activator -2.
`CC(C)(C)N1CC(c2nc3ccccc3n2Cc2ccc(F)cc2)CC1=O` (configuration not stated) gave PostGolgi ctrl 8, Lung fibro prol 109, LYP act 10, S1P2 antag -14, sEH inhibitor -1, HUVEC prolif 384 94, H69AR growth 86K 79, S1P2 ag -4 and sEH activator 0.
O=c1oc2cc(OCc3ccc(F)cc3F)ccc2cc1-c1ccccn1 was read as PostGolgi ctrl -8, LYP act 1, S1P2 antag 11, sEH inhibitor -28, S1P2 ag 0 and sEH activator 28.
Screening CC(=O)c1ccc(-n2nncc2C(C)(C)C)cc1 returned PostGolgi ctrl 33*, Lung fibro prol 93, LYP act -1, S1P2 antag 5, sEH inhibitor 1, HUVEC prolif 384 96, H69AR growth 86K 89, S1P2 ag -6 and sEH activator -2.
Cc1ccnc(NC(=O)c2cc(S(=O)(=O)N3CCCCC3)ccc2Cl)c1 was read as PostGolgi ctrl 12, Lung fibro prol 93, LYP act 6, S1P2 antag -17, sEH inhibitor -1, HUVEC prolif 384 105, H69AR growth 86K 70, S1P2 ag -1 and sEH activator 2.
For CC(C)(C)Cc1nnc(NS(=O)(=O)Cc2ccccc2)s1 the results were PostGolgi ctrl -4, Lung fibro prol 99, LYP act 0, S1P2 antag 4, sEH inhibitor 5, HUVEC prolif 384 92, H69AR growth 86K 96, S1P2 ag -7 and sEH activator -5.

Ordered by number of heavy atoms (low to high): some entries from above
`CCN(CC)C(=O)C1CCCc2c1[nH]c1ccc(Cl)cc21` (configuration not stated) gave Lung fibro prol 73, LYP act -4, S1P2 antag 3, sEH inhibitor -6, HUVEC prolif 384 67, H69AR growth 86K 91, S1P2 ag -5 and sEH activator 5.
For COc1ccccc1NC(=O)NC(=O)N(C(C)C)S(C)(=O)=O the results were PostGolgi ctrl 11, Lung fibro prol 104, LYP act -5, S1P2 antag 1, sEH inhibitor 2, HUVEC prolif 384 85, H69AR growth 86K 85, S1P2 ag -2 and sEH activator -2.
Screening O=C(O)C1Nc2c(C(=O)N3CCOCC3)cccc2C2C=CCC12 (configuration not stated) returned PostGolgi ctrl 1, Lung fibro prol 105, LYP act -8, S1P2 antag -3, sEH inhibitor -16, HUVEC prolif 384 95, H69AR growth 86K 95, S1P2 ag -1 and sEH activator 14.
`CC(C)(C)N1CC(c2nc3ccccc3n2Cc2ccc(F)cc2)CC1=O` (configuration not stated) gave PostGolgi ctrl 8, Lung fibro prol 109, LYP act 10, S1P2 antag -14, sEH inhibitor -1, HUVEC prolif 384 94, H69AR growth 86K 79, S1P2 ag -4 and sEH activator 0.

(continued)
O=C(NCC(=O)N(CC1CCCO1)C(C(=O)NC1CCCCC1)c1ccccc1)c1cccs1 (configuration not stated) was read as PostGolgi ctrl -2, LYP act 3, S1P2 antag 5, sEH inhibitor -7, S1P2 ag -1 and sEH activator 10.
`CC1(C)CC(=O)c2cnc(NC(=O)Cc3ccc(Cl)cc3)nc2C1` gave PostGolgi ctrl -5, Lung fibro prol 97, LYP act 0, S1P2 antag 24, sEH inhibitor 14, HUVEC prolif 384 93, H69AR growth 86K 103, S1P2 ag -3 and sEH activator -13.
Nc1nc2n(n1)C1(CCCCC1)C1=C(CCCC1)N2 was read as PostGolgi ctrl -1, Lung fibro prol 100, LYP act -9, S1P2 antag -8, sEH inhibitor -4, HUVEC prolif 384 101, H69AR growth 86K 92, S1P2 ag -1 and sEH activator 1.
`CCn1c(SCC(=O)Nc2nc(-c3ccccc3)cs2)nnc1-c1ccccc1` gave PostGolgi ctrl 58*, Lung fibro prol 101, LYP act -1, S1P2 antag 1, sEH inhibitor 6, HUVEC prolif 384 74, H69AR growth 86K 67, S1P2 ag -7 and sEH activator -8.
`Cc1cc(C)n2c(SCC(=O)Nc3ccccc3)nnc2n1` gave PostGolgi ctrl 6, Lung fibro prol 95, LYP act 2, S1P2 antag -6, sEH inhibitor 4, HUVEC prolif 384 94, H69AR growth 86K 82, S1P2 ag -6 and sEH activator 0.
For Cn1c(C(=O)O)c(CC(=O)Nc2ccc(F)cc2F)c2ccccc21 the results were PostGolgi ctrl 5, Lung fibro prol 88, LYP act -4, S1P2 antag -4, sEH inhibitor -16, HUVEC prolif 384 87, H69AR growth 86K 83, S1P2 ag -4 and sEH activator 12.
Screening FC(F)(F)c1cnc(Nc2ccc(N3CCOCC3)cc2)c(Cl)c1 returned PostGolgi ctrl 11, LYP act 0, S1P2 antag 3, sEH inhibitor -10, HUVEC prolif 384 117, H69AR growth 86K 99, S1P2 ag 0 and sEH activator 9.
CCNC(=O)C1CC(=O)N(Cc2ccc3c(c2)OCO3)C(=Nc2ccc(F)cc2)S1 (configuration not stated) was read as PostGolgi ctrl 16, Lung fibro prol 81, LYP act -6, S1P2 antag 1, sEH inhibitor 5, HUVEC prolif 384 83, H69AR growth 86K 80, S1P2 ag -13 and sEH activator -4.
`COc1cccc(S(=O)(=O)N2CCN(c3ccccc3F)CC2)c1` gave PostGolgi ctrl 9, Lung fibro prol 99, LYP act 2, S1P2 antag -23, sEH inhibitor 10, HUVEC prolif 384 98, H69AR growth 86K 88, S1P2 ag -5 and sEH activator -7.
For CC1CCCCC1NC(=O)COC(=O)c1ccccc1NC(=O)c1ccco1 (configuration not stated) the results were PostGolgi ctrl 7, LYP act -11, S1P2 antag -18, sEH inhibitor 28, S1P2 ag -1 and sEH activator -27.
Screening COc1ccc(Cn2nc(C)n(N(C)c3ncc(C(F)(F)F)cc3Cl)c2=O)cc1 returned PostGolgi ctrl 6, Lung fibro prol 90, LYP act -10, S1P2 antag -16, sEH inhibitor 2, HUVEC prolif 384 95, H69AR growth 86K 72, S1P2 ag -5 and sEH activator -2.
COc1cc(NS(=O)(=O)c2ccc(N/C=C(\C#N)c3nc4cc(Cl)ccc4o3)cc2)nc(OC)n1 was read as PostGolgi ctrl 1, LYP act -1, S1P2 antag -6, sEH inhibitor -11, S1P2 ag 7 and sEH activator 13.
Screening CCOC(=O)c1sc(NC(=O)Cn2nnc3sc4c(c3c2=O)CCCC4)nc1C returned PostGolgi ctrl 27, LYP act 14, S1P2 antag -6, sEH inhibitor 7, S1P2 ag 0 and sEH activator -4.
For COc1ccc(C2CCCN2C(=O)Nc2ccccc2)cc1OC (configuration not stated) the results were PostGolgi ctrl 19, Lung fibro prol 95, LYP act 1, S1P2 antag 12, sEH inhibitor 27, HUVEC prolif 384 102, H69AR growth 86K 97, S1P2 ag -3 and sEH activator -28.

Source: PubChem BioAssay (several laboratories)

Some of the compounds tested; the hit share may differ from the screen's.
